# Assay outcomes: PubChem, NMMLSC
# Myeloid diff MLP: induction of myeloid progenitor differentiation, primary screen, cell-based, flow cytometry, MLPCN library; ER-HoxA9 myeloid progenitors, lysozyme-GFP differentiation; 360,000 tested, 1% active; calls only at 10 µM; AID 624256, 2012;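 active = normalized GFP-positive differentiation at or above the plate's own cutoff, the solvent-only control mean plus 3 SD; inconclusive = no clear call, values can overlap the other calls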;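 also: cells exposed to compound for four days before flow analysis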
# Myeloid diff MLP GFP+ MAC1+ %: second read-out of Myeloid diff MLP, no call of its own (marks repeat the call); GFP+ MAC1+ double positive, %; measured here: differentiation confirmed by MAC1 staining
# * hit, by the source's call; i = inactive; ? = inconclusive; nt = no result given. This is a subset (hit frequency here may not be typical).
SMILES,Myeloid diff MLP,Myeloid diff MLP GFP+ MAC1+ %
COc1ccc(-c2cnc(C(O)c3ccc(-c4ccccc4)cc3)[nH]2)cc1 (stereo not drawn),i,1.1
CCOc1ccccc1C(=O)OCC(=O)Nc1cccc(S(=O)(=O)NC2=NCCCCC2)c1,i,0.7
CC(=O)OC1CC2C(C)(C)C(=O)C=CC2(C)C2CCC3(C)C(c4ccoc4)OC(=O)C4OC43C12C (stereo not drawn),i,3.0
Cc1ccc(NC(=O)C2(C)CCN2CCc2ccccc2)cc1 (stereo not drawn),i,0.7
COc1ccccc1NC(=O)c1ccccc1SCC(=O)N1CCCC1,?,nt
COc1ccc(-c2nc3c(Cl)cc(C(F)(F)F)cn3c2Cc2ccc(C)cc2)cc1OC,i,1.0
C[C@H](c1ccccc1)N1C[C@H](COCc2ccccc2)Oc2cc(N3CC[C@@H](N(C)C)C3)ccc2S1(=O)=O,i,1.9
CC1(C(=O)Nc2ccc3[nH]ncc3c2)CCN1C(=O)CCc1ccccc1 (stereo not drawn),i,0.9
O=C(Nc1ccc2c(c1)OCCO2)C1c2ccccc2OCC(=O)N1C1CC1 (stereo not drawn),i,1.2
COc1cc2nc(CN3CCN(S(=O)(=O)c4ccccc4[N+](=O)[O-])CC3)[nH]c(=O)c2cc1OC,i,1.6
CCc1nc2c(OCCC3CCCCC3)cccn2c1N(C)C(=O)c1ccco1,i,1.6
Nc1ncnc2c1ccn2[C@H]1CN(Cc2ccc3c(c2)OCO3)C[C@@H](CO)O1,i,1.4
c1ccc(CN=C(NCc2ccccc2)NCc2ccccc2)cc1,i,0.7
O=C(COc1ccc(Cl)cc1)N1N=C(c2cccs2)CC1c1ccco1 (stereo not drawn),i,0.2
Cc1ccc(S(=O)(=O)NN=C2CC(C)(C)OC2(C)C)cc1,i,0.7
CN1/C(=C/C(=O)COC(=O)C2COc3ccccc3O2)C(C)(C)c2ccccc21 (stereo not drawn),i,1.1
CCOc1ccc(-c2nnc3sc(-c4ccccc4OC)nn23)cc1,i,1.1
COc1ccc(C2=Nc3ccccc3N(C(=O)c3ccncc3)C2C(=O)NC(C)(C)C)cc1 (stereo not drawn),i,3.6
Cc1cccc(S(=O)C(c2ccccc2)c2ccccc2)c1 (stereo not drawn),i,0.9
O=C(NCCOc1ccccc1)[C@@H]1CCCN1C(=O)c1cccs1,i,0.5
COc1ccc([C@H]2N[C@]3(CCCN(Cc4ccc(C(F)(F)F)cc4)C3=O)[C@H]3C(=O)N(C)C(=O)[C@@H]23)cc1,i,0.1
COc1c2ccccc2nn1C(C)C,i,1.1
COC(=O)C1CCN(S(=O)(=O)c2c[nH]c(=O)[nH]c2=O)CC1,i,1.0
Cc1ccc(C(=O)N2CCC(N3CCC(C(=O)N4CCOCC4)CC3)CC2)cc1,i,0.4
COc1ccc(CN2CCNC(=O)C2CC(=O)N(C)C2CCOCC2)cc1OC (stereo not drawn),i,1.6
Oc1ccc(Cc2ccccc2)c2cccnc12,?,nt
CCNC(=O)C1(C)CCN(C(=O)c2cccc(C(F)(F)F)c2)C1 (stereo not drawn),i,0.3
CCOC(=O)[C@]12CCCC=C1N(Cc1ccco1)C(=O)[C@H](CC(=O)NCc1cccc3ccccc13)C2,i,0.7
COc1ccc(-c2csc(C(NC(C)=O)c3ccccc3)n2)cn1 (stereo not drawn),i,1.3
O=[N+]([O-])c1cccc(COc2cccc(CN3CCCCC3)c2)c1,i,0.3
CC(C)CC(N)c1csc(Nc2ccc(C(=O)NCCO)cc2)n1 (stereo not drawn),i,0.9
CCOC(=O)c1ccccc1OC(=O)NNc1ccccc1,i,0.5
Cc1cc(F)ccc1S(=O)(=O)N1CCCOC1CNC(=O)C(=O)NCCc1ccco1 (stereo not drawn),i,0.7
CC(C)[Si]1(C(C)C)OCC2OC(n3cnc4c(N)ncnc43)C(N)C2O[Si](C(C)C)(C(C)C)O1 (stereo not drawn),i,2.4
CC1(CSc2ccccc2)CC(=O)N1 (stereo not drawn),i,0.7
O=c1[nH]nc(-c2cc(-c3ccccc3)nc3ccccc23)o1,i,0.1
CC(C)Nc1nc(NCCO)nc2ccccc12,i,1.1
S=C(c1ccccc1)N1CCN(c2ccccc2)CC1,i,1.8
Nc1ncnc2c1ncn2[C@@H]1O[C@H](C(=O)NCCCN2CCCC2=O)[C@@H](O)[C@H]1O,i,1.3
C[C@@H](NC(=O)[C@@H]1CCCN1C(=O)[C@@H]1CCCN1C(=O)c1cccs1)c1ccccc1,i,0.9
CCCc1cc(C(=O)Nc2cccc(-c3nn[nH]n3)c2)sc1C,i,0.0
CSc1ccc(Cn2c(C)c(C(=O)NCc3cccc(C)c3)sc2=O)cc1,i,3.2
Cc1cccc(S(=O)(=O)NC(=O)C2(C)CCN2C(=O)Cc2cccs2)c1 (stereo not drawn),i,1.3
CCCCN(C=O)c1c(CC)nc2ccc(C(=O)N(C)Cc3ccco3)cn12,i,1.0
Cc1cccc(C)c1NC(=O)C(c1ccncc1)N1CCN(C)CC1 (stereo not drawn),i,1.3
COc1ccccc1-c1cnc(C(O)c2c(C)cc(C)cc2C)[nH]1 (stereo not drawn),i,0.4
COCCN(C(=O)CSc1nnc(-c2ccc(F)cc2)n1N)c1c(N)n(CC(C)C)c(=O)[nH]c1=O,i,0.5
Cc1ccc(C(=O)Nc2nc(-c3ccc4c(c3)OCCO4)cs2)o1,i,0.8
CC(Sc1ccc(S(=O)(=O)N2CCN(C)CC2)cn1)C(=O)NC1CCCC(C)C1C (stereo not drawn),i,1.3
CC1=C(C(=O)N(C(C)C)C(C)C)CC(CC(=O)NCCN2CCOCC2)C(=O)N1CCC1=CCCCC1 (stereo not drawn),i,1.1
# Further results
SMILES,Myeloid diff MLP,Myeloid diff MLP GFP+ MAC1+ %
Cc1c(N2CCCCC2)[nH]c2ccccc12,i,0.6
CC(=O)NCCNC(=O)C1(C)Cc2c(-c3cccc(C(N)=O)c3)ccnc2O1 (stereo not drawn),i,0.2
COCCNC(=O)C1CCCN(Cc2cccc(Cl)c2)CC1 (stereo not drawn),i,1.5
COc1cc(NC(=O)C2(C)CCCN2C)cc(OC)c1OC (stereo not drawn),i,0.9
CSc1ncc2[nH]c(C(O)c3ccccc3)nc2n1 (stereo not drawn),i,0.4
COC(=O)c1ccc(Cn2c(C)c(C(=O)NCc3cccc([N+](=O)[O-])c3)sc2=O)o1,i,1.8
COc1ccc(NC(=O)C2Cc3c(-c4cccc(C(C)=O)c4)ccnc3O2)cn1 (stereo not drawn),?,nt
C[C@H](CO)N1C[C@H](C)[C@@H](CN(C)Cc2ccccc2)OCc2cnnn2CCCC1=O,i,1.0
CC(C)c1ccc(CC(=O)N2CCC2(C)C(=O)NS(=O)(=O)c2cccc(C#N)c2)cc1 (stereo not drawn),i,0.9
COc1ccc(-c2ccc(C(=O)Nc3ccccc3)c3occc23)c(C)c1,i,1.1
CCCc1c(C(=O)N/N=C(\C)c2ccccn2)nnn1-c1nonc1N,?,nt
CCCCCc1c(-c2ccc(Br)cc2)ncn1CCc1ccccc1OC,i,0.6
OC(c1ccccc1)c1nc(-c2ccc(F)c(Cl)c2)cs1 (stereo not drawn),i,0.4
CCN1C[C@@H]2[C@@H]3C(=O)N(C)C(=O)[C@@H]3[C@](CC)(C1=O)N2C(=O)c1ccc(F)cc1,i,1.2
COc1ccc(-c2sc3ccccc3c2-c2cc(OC)ccc2C=O)cc1,i,0.8
O=C(NC(c1ccccc1)c1ccc2ccccc2n1)C1CCN(Cc2ccc(Cl)c(Cl)c2)CC1 (stereo not drawn),i,1.2
CCc1nc2ccc(C(=O)N3CCCC(C(N)=O)C3)cn2c1N(C)Cc1ccc(OC)cc1 (stereo not drawn),i,0.7
CCN(CC)C(=O)C1=C(C)N(Cc2ccc(OC)cc2)C(=O)C(CC(=O)NCc2cccc3ccccc23)C1 (stereo not drawn),i,0.1
COc1ccc(C(=O)N2CCN(c3nc4cc(C)cc(C)c4cc3C#N)CC2)cc1,i,0.9
CCN1C(c2ccc(F)cc2)=CS/C1=C(/C#N)c1nnc2n1-c1ccccc1SC2,i,1.0
C1CCC(NC2=NCCO2)CC1,i,0.5
O=C(Nc1ccc(Cl)cc1)c1ccc2sc([C@@H]3O[C@H](CO)[C@@H](O)[C@H]3O)nc2c1,i,0.7
CC1CC(C)CN(c2nc3c(c(=O)n(C)c(=O)n3C)n2CCSc2nc3ccccc3o2)C1 (stereo not drawn),i,2.2
CC(O)CNC1c2ccccc2CC1O (stereo not drawn),i,0.9
COC(=O)c1cc(Cl)ccc1NCC(N)c1ccccc1 (stereo not drawn),i,0.8
CN(C)c1ncnc2c1ncn2-c1ccccc1,i,0.4
CC(C)(C)c1ccc(CC(=O)N2CCC2(C)C(=O)N2CCCCC2)cc1 (stereo not drawn),i,0.5
COc1ccc([C@H]2N[C@]3(CCCN(CC4CCCCC4)C3=O)[C@H]3C(=O)N(Cc4ccccc4)C(=O)[C@@H]23)cc1,i,1.7
COc1ccc(OCCCC(=O)OCC(=O)N2CCN(S(=O)(=O)c3ccc(C)cc3C)CC2)cc1,i,1.5
CN(Cc1ccccc1)c1cc2c(c3c1ccn3C)C1CCC2O1 (stereo not drawn),i,1.9
CCOC(=O)[C@]12CCCC=C1N(Cc1ccco1)C(=O)[C@H](CC(=O)NCC13CC4CC(CC(C4)C1)C3)C2,i,0.5
CC(=O)/C=C1\OCc2ccccc21,i,2.6
Cc1ccc(S(=O)(=O)NC(=O)C2(C)CCN2C(=O)c2c(C)noc2C)cc1 (stereo not drawn),i,0.6
COc1ccccc1Cc1c(-c2ccc(F)cc2)nc2ccc(Cl)cn12,i,0.7
C=CS(=O)(=O)N(Cc1ccccc1Br)[C@H](CO)Cc1ccccc1,i,2.3
CC(=O)c1ccc(S(=O)(=O)N2CCN(CC(=O)Nc3ccnn3C3CCCC3)CC2)cc1,i,1.1
COc1cc(/C=C/CNC[C@H]2O[C@@H](n3cnc(C(N)=O)n3)[C@H](O)[C@@H]2O)ccc1O,i,0.9
CCOc1ccc(OCC(=O)N2CCN(S(=O)(=O)c3ccccc3)CC2)cc1,i,1.0
COc1ccccc1-c1csc(C(C)(O)c2cccc(F)c2)n1 (stereo not drawn),i,0.6
Cc1cc(CCNC=O)c(C)c2c1oc1ccccc12,i,1.6
CC[C@]12C(=O)N(C)C[C@H]([C@@H]3C(=O)N(C)C(=O)[C@@H]31)N2C(=O)c1ccc(Cl)c(Cl)c1,i,1.1
Cc1ccc(C)c(OCC(=O)N(Cc2ccccc2)c2c(N)n(Cc3ccccc3)c(=O)[nH]c2=O)c1,i,0.8
O=C1NC[C@H](CC2CCCCC2)N(CCC23CC4CC(CC(C4)C2)C3)C1=O,i,0.9
Cc1cc(CNC[C@H]2O[C@@H](n3cnc4c(N)ncnc43)[C@H](O)[C@@H]2O)no1,i,1.2
NCC1OC(n2cnc3c(N)ncnc32)CC1O (stereo not drawn),i,1.4
CCCNC(=O)C1(C)CCN(C(=O)c2c(F)ccc(C)c2F)C1 (stereo not drawn),i,0.8
CC(C)C[C@H]1CNC(=O)C(=O)N1C[C@H](Cc1ccc(O)cc1)NC(=O)Cc1ccccc1,i,0.7
Cn1ccc2c(N3CCCCCC3)cc3c(c21)C1CCC3C1 (stereo not drawn),i,1.0
COc1ccc(CNCCCNCc2ccc(OC)c(OC)c2)cc1OC,i,0.8
CCN(CC)C(=O)c1cccc(-c2csc(C(NC(C)=O)c3cccc(OC)c3)n2)c1 (stereo not drawn),i,0.1
# New compounds follow:
SMILES,Myeloid diff MLP,Myeloid diff MLP GFP+ MAC1+ %
CCOC(=O)[C@]12CCC=C1N(Cc1cccc3ccccc13)C(=O)[C@H](CC(=O)N1CCN(C(=O)C3CC3)CC1)C2,i,0.8
CN(C(=O)c1cccc(NC(=O)Cc2ccc(NC(=O)C3CCN(C(=O)C4CCCC4)CC3)cc2)c1)C1CCCC1,i,1.1
Cc1cc(Br)ccc1Nc1nc(N)nc(N)c1N=O,i,0.9
Nc1ccc2c(c1)C(=O)CCC2,i,1.0
CCCCc1ccc(S(=O)(=O)NC(=O)C2(C)CCN2C(=O)c2c(C)noc2C)cc1 (stereo not drawn),i,0.5

# Molecules listed so far that have an NH in an aromatic ring (11):
SMILES,Myeloid diff MLP,Myeloid diff MLP GFP+ MAC1+ %
COc1ccc(-c2cnc(C(O)c3ccc(-c4ccccc4)cc3)[nH]2)cc1 (stereo not drawn),i,1.1
CC1(C(=O)Nc2ccc3[nH]ncc3c2)CCN1C(=O)CCc1ccccc1 (stereo not drawn),i,0.9
COc1cc2nc(CN3CCN(S(=O)(=O)c4ccccc4[N+](=O)[O-])CC3)[nH]c(=O)c2cc1OC,i,1.6
COC(=O)C1CCN(S(=O)(=O)c2c[nH]c(=O)[nH]c2=O)CC1,i,1.0
O=c1[nH]nc(-c2cc(-c3ccccc3)nc3ccccc23)o1,i,0.1
CCCc1cc(C(=O)Nc2cccc(-c3nn[nH]n3)c2)sc1C,i,0.0
COc1ccccc1-c1cnc(C(O)c2c(C)cc(C)cc2C)[nH]1 (stereo not drawn),i,0.4
COCCN(C(=O)CSc1nnc(-c2ccc(F)cc2)n1N)c1c(N)n(CC(C)C)c(=O)[nH]c1=O,i,0.5
Cc1c(N2CCCCC2)[nH]c2ccccc12,i,0.6
CSc1ncc2[nH]c(C(O)c3ccccc3)nc2n1 (stereo not drawn),i,0.4
Cc1ccc(C)c(OCC(=O)N(Cc2ccccc2)c2c(N)n(Cc3ccccc3)c(=O)[nH]c2=O)c1,i,0.8
